Source: PubChem
TAG inh: inhibitors of triacylglycerol accumulation, primary screen, cell-based, uHTS, fluorescence, H9c2; H9c2 cells, Nile Red lipid (TAG) fluorescence; cells loaded with 200 µM oleic acid; inhibition, % at 12.5 µM; 0.66% of 230,000 active;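 active means pattern-corrected inhibition of lipid staining of at least 50% with the nuclear-stain viability signal not falling by more than 50%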;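 further: 0% = DMSO wells and 100% = triacsin C control wells; some results filed as inactive read as strong as hits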
TAG inh DAPI viability: second read-out of TAG inh, no call of its own (marks repeat the call); DAPI nuclei signal change (viability), lower = more cytotoxic, %;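 whole-well DAPI fluorescence read on a plate reader as a viability signal; minus 50 percent equals half of cells still viable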
* hit, by the source's call. Only part of the results is shown, so the mix of outcomes need not match the whole.

Screens in order – TAG inh | TAG inh DAPI viability
- CN(C)c1nc(OCCNC(=O)COc2ccccc2Cl)nc(N(C)C)n1
→ -2.8 | -6.3
- O=C(CSc1nc2c(c(=O)n1-c1ccc(Br)cc1)SCC2)NCC1CCCO1 (stereo not given)
→ 1.1 | 8.8
- CCC1(C)Cc2ccccc2-c2c1c(=O)n(-c1ccc(C)cc1)c1nnnn21 (stereo not given)
→ -102.0 | 1.8
- CC(C)CN(C(=O)CCC1CCCCC1)c1c(N)n(CC(C)C)c(=O)[nH]c1=O
→ -7.7 | -3.2
- O=C(NNC(=O)c1csc(N2CCOCC2)n1)c1ccc(=O)[nH]c1
→ -8.5 | 7.6
- CC(NC(=O)CN(C)CC(=O)Nc1ccccc1Br)c1ccccc1 (stereo not given)
→ -5.7 | 4.2
- COC(=O)c1sccc1NC(=O)c1cccnc1
→ 23.2 | -9.7
- Cc1ccc(S(=O)(=O)N2[C@@H](c3ccccc3F)C(C(=O)O)=CC[C@H]2c2ccc3c(c2)OCO3)cc1
→ 11.8 | 0.2
- Cc1c(C(=O)NC2CC(=O)N(c3ccc4c(c3)OCCO4)C2)cccc1[N+](=O)[O-] (stereo not given)
→ -5.1 | 4.6
- CN(C(=O)c1ccc(NC(=O)Cc2cccc(NC(=O)C3CCN(C(=O)C4CC4)CC3)c2)cc1)C1CC1
→ 13.0 | -7.2
- C/C(=N\Nc1cccc2cccnc12)c1ccccn1
→ -22.4 | -6.1
- COc1ccc(C(=O)NC(NC(=S)Nc2ccc(S(N)(=O)=O)cc2)C(Cl)(Cl)Cl)cc1 (stereo not given)
→ -17.2 | 11.8
- COc1ccc(N2C(=O)c3ccccc3NC23CCCC3)cc1
→ -3.9 | 3.5
- Nc1cc(-c2ccc(OC(F)(F)F)cc2)nn1-c1ccc(Cl)c(Cl)c1
→ 6.5 | 2.0
- COc1cc(-c2nc(-c3ccc(Br)o3)no2)cc(OC)c1OC
→ 1.1 | 1.1
- COc1ccc(COc2cc(-c3cccc(OC)c3)nc3ccc(NC(=O)C(C)C)cc23)cc1
→ 6.3 | 8.0
- Cc1ccccc1NC(=O)c1cccc2nc3ccccc3nc12
→ -2.3 | -5.7
- CC(=O)Nc1ccc(S(=O)(=O)NC2CC(=O)N(c3ccc4c(c3)OCCO4)C2)cc1 (stereo not given)
→ 5.0 | 6.4
- Cc1ccc(S(=O)(=O)N2[C@@H](c3ccc(Cl)cc3)C(C(=O)O)=CC[C@H]2c2ccc(Cl)cc2)cc1
→ 5.3 | 5.4
- CCc1nnc(NC(=O)CSc2nccn2-c2cccc(C)c2C)s1
→ -18.4 | 2.7
- Cc1ccc(S(=O)(=O)N2[C@@H](c3ccc(Br)cc3)C(C(=O)O)=CC[C@H]2c2cccs2)cc1
→ 10.6 | -6.5
- O=C(COC(=O)COc1ccccc1)Nc1ccc(Br)cc1F
→ 4.9 | 2.7
- COc1ccc([N+](=O)[O-])cc1N(CC(O)CN(C)C)S(=O)(=O)c1ccc(C)cc1 (stereo not given)
→ 11.7 | 1.0
- COc1cc2c(cc1OC)C(c1ccc(Cl)cc1)=NCC2
→ -11.2 | -0.6
- CCOC(=O)C1(C)NC(c2cccs2)C2C(=O)N(c3ccccc3)C(=O)C21 (stereo not given)
→ -1.3 | -2.2
- Cc1nc2ccc(NC(=O)c3cncc(Br)c3)cc2s1
→ -12.6 | 1.7
- CCC(=O)NCc1nc2ccccc2n1Cc1ccccc1F
→ -18.2 | 9.2
- COc1ccc(C(O)c2nccc3cc(OC)c(OC)cc23)cc1OC (stereo not given)
→ -5.3 | -8.6
- COc1ccc(CC(=O)Nc2cccc(-c3ccc4nnc(C)n4n3)c2)cc1OC
→ 12.0 | 0.1
- CC(C)=CCCC(C)CN1CCC(N2CCC(C(=O)NC(C)C)CC2)CC1 (stereo not given)
→ -2.6 | 13.0

More structures follow.
Screens in order – TAG inh | TAG inh DAPI viability
- N#Cc1c(C(F)(F)F)cc(-c2ccc(Cl)cc2)[nH]c1=O
→ -7.8 | 8.0
- COc1ccccc1NC(=O)C(=O)NCCC1CCCCN1S(=O)(=O)c1ccc(F)cc1 (stereo not given)
→ 27.7 | -5.5
- O=c1cc(CSc2nc(NCc3ccc(Cl)cc3)c3ccccc3n2)nc2ccc(Cl)cn12
→ 44.8 | 13.6
- Cc1c(NC(=O)COC(=O)Cc2ccc(Cl)cc2)c(=O)n(-c2ccccc2)n1C
→ 14.4 | -12.1
- CCc1cc(C(=O)O)c(NC(=O)C(c2ccccc2)c2ccccc2)s1
→ 8.2 | -7.3
- O=C(O)CCC(=O)OC1CC2CCC1C2 (stereo not given)
→ -11.1 | 0.1
- C[C@@H]1CN([C@@H](C)CO)C(=O)c2cccc(NC(=O)Nc3ccc(F)cc3)c2O[C@@H]1CN(C)Cc1ccc(Oc2ccccc2)cc1
→ 72.8* | 9.2*
- O=C1NC(c2ccco2)Nc2sc3c(c21)CCN(Cc1ccccc1)C3 (stereo not given)
→ -24.1 | 9.5
- Cc1cccc(N(C(=O)Cn2nnc3ccccc32)C(C(=O)NCc2ccco2)c2ccncc2)c1C (stereo not given)
→ -3.4 | -6.9
- COCCCNC(=O)c1ccc2c(=O)n(Cc3ccc4c(c3)OCO4)c(=S)[nH]c2c1
→ 2.3 | -3.4
- Cn1c(CNc2cccc(Cl)c2)nnc1SCC(=O)OC1CCCCC1
→ -31.5 | 12.2
- CCOC(=O)C1CCN(C(=O)C2CCN(C(=O)c3ccc([N+](=O)[O-])cc3)CC2)CC1
→ 1.5 | 2.8
- COC(=O)Cc1c(O)ccn(CCc2ccc(OC)c(OC)c2)c1=O
→ -23.6 | 3.8
- CC1CCCCN1S(=O)(=O)c1ccc(C(=O)Nc2ccccc2-c2nc3ccccc3s2)cc1 (stereo not given)
→ 7.7 | 4.5
- Cc1noc(C)c1CSCC(=O)N1CCN(c2ccc([N+](=O)[O-])cc2)CC1
→ -5.2 | -1.0
- CCOC(=O)c1c(C)[n+]([O-])c2ccc3c(non3O)c12
→ 23.6 | 0.3
- CN(CC(=O)NCc1ccc(Cl)cc1)S(=O)(=O)c1cccc2cccnc12
→ -6.6 | -4.5
- CCCCNC(=S)N(CCN(C)C)Cc1cc2cc3c(cc2[nH]c1=O)OCCO3
→ 8.4 | 6.6
- Cc1ccc(CNc2oc(-c3ccco3)nc2S(=O)(=O)c2ccccc2)cc1
→ -38.5 | 5.6
- CCCCc1c(C)c2cc(C)ccc2[nH]c1=O
→ -36.7 | -6.1
- O=C(CNS(=O)(=O)c1cccs1)N1CCCC1
→ -1.9 | 17.1
- COc1ccccc1CNc1nc2nc(C)c(C)c(=O)n2[nH]1
→ -7.2 | 1.9
- CCN(CC)c1ccc(C(=O)N/N=C/c2ccc(OC)cc2OC)cc1
→ -10.1 | 7.2
- O=C(Nc1ccc(Cl)cc1)Nc1ccccc1Sc1ncc([N+](=O)[O-])s1
→ -12.2 | 0.2
- C=CCn1c(C)cc(C(=O)COC(=O)/C=C/c2ccc(OC)cc2)c1C
→ -14.6 | 12.0
- O=C(CN1C(=O)C(=O)N(Cc2ccco2)C1=O)Nc1ccc(F)c(F)c1F
→ 1.7 | 2.3
- Cc1ccc(C(=O)CCS(=O)(=O)c2ccc(Br)cc2)cc1
→ 11.3 | -1.4
- Cc1nn2c(=O)c3c4c(sc3nc2n1-c1ccccc1)COC(C)(C)C4
→ -1.0 | 1.7
- Cc1cc(SCC(=O)NC(=O)c2cccn2C)nc2ccccc12
→ 0.7 | 2.6
- O=C(NC1CCCCC1)c1cccc2c1C(=O)c1ccc(-c3ccc(OC(F)(F)F)cc3)cc1S2(=O)=O
→ 14.7 | 1.9

Next part, starting with the last 3 of the part before.
Screens in order – TAG inh | TAG inh DAPI viability
- Cc1nn2c(=O)c3c4c(sc3nc2n1-c1ccccc1)COC(C)(C)C4
→ -1.0 | 1.7
- Cc1cc(SCC(=O)NC(=O)c2cccn2C)nc2ccccc12
→ 0.7 | 2.6
- O=C(NC1CCCCC1)c1cccc2c1C(=O)c1ccc(-c3ccc(OC(F)(F)F)cc3)cc1S2(=O)=O
→ 14.7 | 1.9
- CCCCN(C(=O)C1=CC=CN2CCS(=O)(=O)N=C12)c1ccccc1
→ 14.6 | -1.4
- CC(C)(C)NC(=O)/C(=C/c1cccnc1)NC(=O)c1ccco1
→ 4.8 | -4.8
- Cc1cccc(NC(=O)CN(c2ccc(F)cc2)S(C)(=O)=O)c1
→ 7.5 | -7.9
- CCOC(=O)CSc1nc2ccsc2c(=O)[nH]1
→ 1.1 | 2.6
- Nc1ccn(-c2ccc(Cl)cc2)c(=O)c1
→ 5.8 | 3.5
- CCOC(=O)C1=CNS(=O)(=O)NC1c1ccc(OC(C)=O)cc1 (stereo not given)
→ 2.6 | 0.4
- COc1ccc(S(=O)(=O)n2cnc3cc(C)c(C)cc32)cc1
→ -21.7 | 8.5
- CCOc1ccc(NS(=O)(=O)c2ccc(C(=O)NCCCN3CCCC3=O)cc2)cc1
→ 7.6 | 12.0
- NC(=O)C1CCN(c2nc(-c3ccccc3N)cs2)CC1
→ 3.6 | -3.0
- CCCCOP(=O)(OCCCC)C(O)c1ccc(N(C)C)cc1 (stereo not given)
→ -16.3 | 7.2
- CC(C)CC(=O)NC(=S)Nc1ccc(N2CCCC2)c(Cl)c1
→ -0.3 | -4.1
- Cc1ccc(C)c(OCCC(=O)OCC(=O)NC(=O)NC2CCCCC2)c1
→ -0.9 | 0.9
- COc1ccc(C2/C=C\CN(C(=O)OCc3ccccc3)CC(=O)N2Cc2ccc(F)cc2)cc1 (stereo not given)
→ -15.5 | 5.0
- Cc1ccc(S(=O)(=O)N2CCN(Cc3cc(=O)n4ccccc4n3)CC2)c(C)c1
→ -7.0 | 5.2
- COc1cc2[nH]c(=S)n(Cc3cccs3)c(=O)c2cc1OC
→ -1.1 | 1.3
- COCCCNC(=S)N/N=C/c1ccc(N(C)C)cc1Cl
→ 0.0 | 4.0
- Cc1ccc(S(=O)(=O)N2CCCOC2CNC(=O)C(=O)NCc2ccco2)cc1 (stereo not given)
→ 3.0 | 3.5
- O=C(C1CCN(Cc2nc(Cc3cccc(F)c3)no2)CC1)N1CCOCC1
→ -15.6 | 6.4
- CCc1cccc(CC)c1NC(=S)N1CCn2cccc2C1c1cccnc1 (stereo not given)
→ 4.0 | -0.4
- COCCn1c(C)cc(C(=O)COc2cccnc2[N+](=O)[O-])c1C
→ 7.4 | 0.2
- Cc1snnc1C(=O)NC(=S)Nc1ccccc1
→ 8.6 | -11.2
- COc1c(C)cc(C(=O)C2CCCN(C(=O)CCc3scnc3C)C2)cc1C (stereo not given)
→ -26.4 | 7.7
- Cc1ccc(CN2CCSc3ccc(C(=O)NCc4cccnc4)cc32)cc1
→ -16.2 | 54.0
- COC[C@@H]1NS(=O)(=O)c2ccc(Br)cc2O[C@H]1c1ccccc1
→ -4.8 | 3.6
- N[C@@H](CO)c1nnc([C@H](Cc2ccc(O)cc2)NC(=O)C2CCNCC2)o1
→ 6.6 | 0.3
- CC(=O)c1cccc(NC(=O)/C(=C\c2ccco2)NC(=O)c2cccs2)c1
→ 12.1 | 7.8
- Cc1ccc(CSc2ccc(S(=O)(=O)N3CCCCC3)cn2)cc1
→ -9.6 | -0.9
- COc1ccc(N=C2SC(CC(=O)Nc3ccccc3)C(=O)N2Cc2ccccn2)cc1 (stereo not given)
→ 14.8 | -3.2
- CCOC(=O)c1ccc(NC(=O)N2CCN(C(=O)c3ccco3)CC2)cc1
→ -8.9 | -10.1
- COc1ccc(CNC(=O)C2(C)Cc3ccccc3C(=O)O2)cc1 (stereo not given)
→ -6.6 | -4.7

Following part:
Screens in order – TAG inh | TAG inh DAPI viability
- COc1cc(C(=O)NCC(=O)OCn2nnc3ccccc3c2=O)cc(OC)c1OC
→ 11.8 | -3.9
- CC(C)c1nc(C(=O)N2CCCC(N3CCN(c4cccc(Cl)c4)CC3)C2)cs1 (stereo not given)
→ 1.1 | -8.1
- CCOC(=O)Cc1csc(SCC(=O)Nc2cc(C)ccc2OC)n1
→ -7.5 | -2.3
- Cc1ccc(C(=O)CSc2nnc3ccccn23)c(C)c1
→ -6.2 | -1.3
- CCOc1ccc(NC(=O)COC(=O)Cn2cnc3ccccc32)cc1
→ -7.8 | 1.5
- C=CCSc1nnc2c(n1)OC=Nc1ccccc1-2
→ -6.0 | -1.8
- CCOc1ccc(C(=O)Nc2cccc(-c3ccc(N4CCOCC4)nn3)c2)cc1OCC
→ 12.0 | 0.7
- CCOC(=O)c1c(NC(=O)CN2CCN(C(=O)c3ccco3)CC2)sc(C)c1C
→ 2.1 | -2.4
- COc1c2c(c(OC)c3c1c(=O)c1ccccc1n3C)OCO2
→ 0.5 | -3.6
- C/C(=N\N1CCN(C2c3ccccc3-c3ccccc32)CC1)c1ccncc1
→ -0.1 | -3.7
- COc1ccc(C(=O)NCC(=O)N2CCc3ccccc3C2)cc1
→ -11.0 | 5.8
- CCN1CCN(C(=O)c2ccc3c(c2)N(Cc2ccccc2)C(=O)c2ccccc2S3=O)CC1 (stereo not given)
→ -17.3 | 8.0
- CC(C)N(Cc1ccccc1)C(=O)CN1C(=O)NC2(CCCCCC2)C1=O
→ -3.8 | 3.4
- COC(=O)CC(=O)O[C@H]1C=C[C@@H](NC(=O)OC(C)(C)C)C1
→ -2.9 | -4.6
- Cc1cc2nc3ccc(N(C)C)cc3nc2cc1N
→ -45.3 | 3.3
- CC(Oc1cccc(Cl)c1)C(=O)Nc1cc(=O)n(C)c(=O)n1C (stereo not given)
→ -0.4 | 5.7
- COc1ccc(OC(=O)N(C)C[C@H]2OCc3cn(nn3)CCCC(=O)N([C@H](C)CO)C[C@@H]2C)cc1
→ 2.1 | 6.8
- Cc1ccc(S(=O)(=O)N2CC(C(=O)O)=CC[C@H]2c2ccc(Cl)cc2)cc1
→ -95.3 | 16.3

Profiles as entered above:
CCOC(=O)C1CCN(C(=O)C2CCN(C(=O)c3ccc([N+](=O)[O-])cc3)CC2)CC1 reads TAG inh = 1.5; TAG inh DAPI viability = 2.8
CCOC(=O)C1(C)NC(c2cccs2)C2C(=O)N(c3ccccc3)C(=O)C21 (stereo not given) reads TAG inh = -1.3; TAG inh DAPI viability = -2.2
CN(CC(=O)NCc1ccc(Cl)cc1)S(=O)(=O)c1cccc2cccnc12 reads TAG inh = -6.6; TAG inh DAPI viability = -4.5
